Source: PubChem BioAssay
G6PDH CS: L. mesenteroides G6PDH inhibitors, counter-screen for G6PDH-coupled screening assays, biochemical, Leuconostoc mesenteroides enzyme | AID 1020, 2008 | glucose-6-phosphate dehydrogenase [Leuconostoc mesenteroides] | inhibition, % at 5 µM | Purified L. mesenteroides G6PDH, diaphorase/resazurin coupled fluorescence, 45 min | 200,000 compounds, 0.12% hits
PMI act: activators of human PMI, primary screen, biochemical, fluorescence intensity, near-Km mannose 6-phosphate; purified human PMI, coupled resazurin fluorescence, 20 min; hits give high values; 1 = vehicle control, 0 substrate-free wells; activation factor at 20 µM; 190,000 compounds, 0.005% hits; Mannose-6-phosphate isomerase (Homo sapiens), P34949; AID 1214, 2008;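 active = activation factor of 2 or more at 20 µM, relative to plate controls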
Target sequence (P34949 whole entry, looked up): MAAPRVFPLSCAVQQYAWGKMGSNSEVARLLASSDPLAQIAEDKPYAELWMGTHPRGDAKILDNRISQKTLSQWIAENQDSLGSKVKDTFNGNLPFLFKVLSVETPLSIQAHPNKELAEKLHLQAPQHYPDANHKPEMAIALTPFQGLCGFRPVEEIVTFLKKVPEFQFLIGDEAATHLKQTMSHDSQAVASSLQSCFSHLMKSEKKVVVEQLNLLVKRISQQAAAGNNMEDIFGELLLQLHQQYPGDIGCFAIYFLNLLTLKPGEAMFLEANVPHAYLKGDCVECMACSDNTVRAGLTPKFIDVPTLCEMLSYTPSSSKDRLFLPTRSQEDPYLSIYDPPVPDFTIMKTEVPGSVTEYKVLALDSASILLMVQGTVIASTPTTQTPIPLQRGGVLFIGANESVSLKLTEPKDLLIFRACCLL
TLR4 MyD88 comp: inhibitors of TLR4-MyD88 association in cells, primary screen, cell-based, HeLa CL3-4, BLA complementation, FRET ratio; inhibition, % at 8.4 µM; HeLa CL3-4 TLR4/MyD88 BLA complementation; 200,000 compounds, 0.18% hits; Toll-like receptor 4 (Homo sapiens) + Myeloid differentiation primary response protein …; in the data active = inhibition above about 25%;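 also: 0% = vehicle and 100% = reference inhibitor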
Hsp70 act: Hsp70 transcriptional activators, primary screen, cell-based, HeLa, Hsp70 promoter luciferase, luminescence, 10 µM; HeLa Hsp70 promoter luciferase reporter; scaled: vehicle 0, proteasome-inhibitor control 100%; activation, % at 10 µM; 200,000 compounds, 0.04% hits;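 active = activation above the mean across all tested compounds plus 3 SD, cutoff set per campaign, cut at about 5.5% in these data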;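 also: 100% = MG132 at 30 µM as the positive control and 0% = DMSO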
RAM network inh: inhibitors of the yeast RAM network, primary screen, dse1pr::URA3 reporter, 5-FOA selection; S. cerevisiae dse1pr::URA3 reporter, 5-FOA growth OD615, 2 d; analog-sensitive cbk1-as2 kinase mutant strain; inhibition, % at 50 µM; 190,000 compounds, 1.8% hits; AID 868, 2007;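 active = inhibition above a set limit, 3 SD over mean compound inhibition, cut at about 8.4% in these data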;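 also: 0% = DMSO-only wells with no growth and 100% = 10 µM 1-NA-PP1 full growth; inhibition rescues growth on 5-FOA so higher OD means more RAM inhibition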
Diaph inh CS: diaphorase inhibitors and chemical oxidizers, primary screen, counter-screen for diaphorase-coupled primary assays, biochemical, uHTS, resorufin fluorescence. inhibition, % at 20 µM. 190,000 compounds, 0.69% hits. diaphorase resazurin-to-resorufin fluorescence, NADH, 16 min; bacterial (C. kluyveri) enzyme, not human;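 active = primary screen inhibition at 20 µM above a set limit, cut at about 50% in these data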;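 also: plate controls were DMSO with full reaction for no effect and wells lacking NADH for full effect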
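Benchmarks: positive control wells lacking NADH, neutral wells with DMSO only. System: bacterial diaphorase enzyme (C. kluyveri). Input: 0.14 U/mL diaphorase, enzyme working solution. Detection: resorufin fluorescence, excitation 544 nm, emission 590 nm. Times: 16-min room-temperature incubation before reading.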
PMI act satM6P: human PMI activators, high substrate, primary screen, biochemical, fluorescence intensity, near-saturating mannose 6-phosphate; Mannose-6-phosphate isomerase (Homo sapiens), P34949; coupled PMI enzyme assay, resazurin fluorescence, 20 min; hits give high values; 1 = untreated enzyme, 0 = substrate-free blank; activation factor at 20 µM; 190,000 compounds, 0.34% hits; AID 1216, 2008;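 active = activation factor of 2 or more at 20 µM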
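Material: human phosphomannose isomerase with PGI, G6PDH, diaphorase coupling enzymes; amount: PMI at 15 ng/mL final; also added: Mannose-6-phosphate 1.0 mM (near-saturating) plus 0.22 mM NADP+; incubation: enzyme reaction with compound 20 min at room temperature; signal: resorufin fluorescence (Ex 544/Em 590 nm) from resazurin via diaphorase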
S1P3 antag: S1P3 receptor antagonists, primary screen, cell-based; Sphingosine 1-phosphate receptor 3 (Homo sapiens), Q99500; CHO S1P3 NFAT-BLA reporter, FRET fluorescence, antagonist mode; AID 485, 2006; 170,000 compounds, 0.27% hits; inhibition, % at 4.98 µM;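 active = inhibition above the plate cutoff, the mean inhibition of test wells on that plate plus 3 SD, cut at about 28% in these data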;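 also: cells challenged with S1P at its EC80 of 0.8 µM; blue over green emission ratio from cleaved BLA substrate after 4 h stimulation; 0% = S1P-stimulated wells and 100% = unstimulated DMSO-only wells; some compounds past the cut are filed as inactive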
Target sequence (Q99500 whole entry, looked up): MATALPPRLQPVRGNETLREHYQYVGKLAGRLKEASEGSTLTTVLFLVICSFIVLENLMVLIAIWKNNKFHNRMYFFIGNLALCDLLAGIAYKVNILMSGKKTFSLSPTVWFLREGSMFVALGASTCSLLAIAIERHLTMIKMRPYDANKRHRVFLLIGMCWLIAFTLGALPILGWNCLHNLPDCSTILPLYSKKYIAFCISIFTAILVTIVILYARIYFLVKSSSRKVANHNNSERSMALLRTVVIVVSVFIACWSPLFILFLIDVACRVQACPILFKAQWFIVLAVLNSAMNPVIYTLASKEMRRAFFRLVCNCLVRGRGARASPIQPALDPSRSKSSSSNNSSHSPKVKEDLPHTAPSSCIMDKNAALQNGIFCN
Lmaj promast: Leishmania major promastigote growth inhibition, primary screen | inhibition, % at 10 µM | Leishmania major promastigotes, resazurin fluorescence viability | 200,000 compounds, 9% hits;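 also: promastigotes grown with compound for 44 hours at 28 °C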
Diaphorase act: compounds boosting diaphorase resazurin reduction – biochemical, uHTS, resorufin fluorescence, counter-screen for diaphorase-coupled primary assays, primary screen; Diaphorase/resazurin coupled assay, 16 min; hits give high values; 1 = vehicle wells, 0 = NADH-free wells; activation factor at 20 µM; 190,000 compounds, 0.005% hits;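 active = diaphorase activity raised at least twofold by the compound at 20 µM; inactive = activation factor below 2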
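test system = bacterial diaphorase enzyme (C. kluyveri) | quantity = enzyme 0.07 U/mL final | reagent = NADH substrate 0.114 mM plus resazurin dye 0.1 mM, final | incubation = 16 min enzyme reaction, ambient temperature | buffer or medium = HEPES pH 7.4 buffer with MgCl2 and Tween 20 | signal = fluorescence of resorufin, 544 nm excitation, 590 nm emission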
DTT redox prof: compounds producing H2O2 with reducing agent – biochemical, NIH compound library profiling, artefact control for MLSCN library redox annotation, primary screen | 200,000 compounds, 0.03% hits | activation, % at 10 µM | DTT-dependent redox cycling H2O2, phenol red/HRP absorbance; 100% = 100 µM peroxide control, 0% = buffer;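 active = activation of at least 50% relative to the plate's high and low controls in the primary single-dose screen; inactive = activation below 50%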;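 also: compound incubated with DTT at 0.8 mM final as the reducing agent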
Active calls of the source: *. Rule as the data show it, unless noted: active = inhibition above about 50%; inactive = the rest. An unsorted share of the library. About 12% of those tested had a hit in this group.

`COc1ccc2nc(NC(=O)CSc3nnc4n3C(C)(C)Cc3ccccc3-4)sc2c1` gave G6PDH CS 9, PMI act 1, TLR4 MyD88 comp 5, Hsp70 act 0.2, RAM network inh 5.7, Diaph inh CS 2, PMI act satM6P 1, S1P3 antag -18, Lmaj promast -3, Diaphorase act 1 and DTT redox prof -1.4.
`CCC1(C)Cc2ccccc2-c2nc(NCCO)n(-c3ccccc3)c(=O)c21` (stereo unspecified) gave G6PDH CS 8, PMI act 0.9, TLR4 MyD88 comp 2, Hsp70 act -0.3, RAM network inh 1.4, Diaph inh CS 29, PMI act satM6P 0.9, Lmaj promast 6, Diaphorase act 0.7 and DTT redox prof 2.6.
Cc1sc2nc(-c3cccnc3)nc(Cl)c2c1-c1ccccc1 was read as G6PDH CS -18, PMI act 1, TLR4 MyD88 comp -4, Hsp70 act -0.3, RAM network inh 2.9, Diaph inh CS -8, PMI act satM6P 1, S1P3 antag -2, Lmaj promast 61*, Diaphorase act 1.1 and DTT redox prof 0.3.
CCCN(CCC)C(=O)c1cc2c(=O)[nH]c3ccc(C)cc3c2s1 was read as G6PDH CS 1, PMI act 1, TLR4 MyD88 comp -12, Hsp70 act 0.0, RAM network inh 7.6, Diaph inh CS 23, PMI act satM6P 1, S1P3 antag 5, Lmaj promast 5, Diaphorase act 0.8 and DTT redox prof -0.7.
`O=C(CN1CCN(C(c2ccccc2)c2ccccc2)CC1)Nc1ccc(N2CCOCC2)cc1` gave G6PDH CS -4, PMI act 1, TLR4 MyD88 comp 8, Hsp70 act 0.1, RAM network inh -0.5, Diaph inh CS 5, PMI act satM6P 0.9, S1P3 antag -1, Lmaj promast -8, Diaphorase act 0.9 and DTT redox prof -1.7.
`COc1ccc(CNC(=O)/C=C/c2ccc(OCCCF)cc2)cc1OC` gave G6PDH CS 7, PMI act 1, TLR4 MyD88 comp 9, Hsp70 act -0.3, RAM network inh 2.4, Diaph inh CS 7, PMI act satM6P 1, Lmaj promast 0, Diaphorase act 0.9 and DTT redox prof 18.
For CC(=O)Nc1ccc(S(=O)(=O)N2CCC(C(=O)O)CC2)cc1 the results were G6PDH CS 0, PMI act 1.1, TLR4 MyD88 comp -3, Hsp70 act -0.4, RAM network inh 1.2, Diaph inh CS 5, PMI act satM6P 1.1, S1P3 antag -16, Lmaj promast -3, Diaphorase act 0.9 and DTT redox prof -0.3.
For Cc1cc(C)nc(N(C#N)Cc2ccccc2Cl)n1 the results were G6PDH CS -3, PMI act 0.9, TLR4 MyD88 comp 17, Hsp70 act -0.2, RAM network inh 2.0, Diaph inh CS 15, PMI act satM6P 1, S1P3 antag 5, Lmaj promast -3, Diaphorase act 0.8 and DTT redox prof -1.2.
CCOC(=O)c1sc(=S)n(-c2ccccc2)c1SC was read as G6PDH CS 6, PMI act 0.9, TLR4 MyD88 comp 2, Hsp70 act -0.3, RAM network inh 0.8, Diaph inh CS 15, PMI act satM6P 0.9, Lmaj promast -5, Diaphorase act 0.8 and DTT redox prof 1.2.
Cc1cc(C)nc(SCCc2ccncc2)n1 was read as G6PDH CS 10, PMI act 1, TLR4 MyD88 comp -6, Hsp70 act 0.0, RAM network inh 1.1, Diaph inh CS -8, PMI act satM6P 1, Lmaj promast -3, Diaphorase act 1.1 and DTT redox prof -0.4.
Screening O=C(NCC(=O)N(Cc1ccco1)C(C(=O)NC1CCCC1)c1cccnc1)c1ccco1 (stereo unspecified) returned TLR4 MyD88 comp -3, Hsp70 act 0.1, RAM network inh -1.0, Lmaj promast -6 and DTT redox prof 4.1.
`CCCN(CC1CC1)C(=S)Nc1ccc(Oc2ccccc2)cc1` gave G6PDH CS -2, PMI act 0.9, TLR4 MyD88 comp -18, Hsp70 act -0.1, RAM network inh -1.6, Diaph inh CS 11, PMI act satM6P 1, S1P3 antag -21, Lmaj promast 17, Diaphorase act 0.9 and DTT redox prof 0.2.
For CCCCCCn1c(NCC)nc2c1c(=O)n(C)c(=O)n2C the results were G6PDH CS 8, PMI act 1.1, TLR4 MyD88 comp -1, Hsp70 act -0.2, RAM network inh 0.8, Diaph inh CS -4, PMI act satM6P 1.1, S1P3 antag -9, Lmaj promast 7, Diaphorase act 1 and DTT redox prof 0.3.
For O=C(/C=C/c1cccc([N+](=O)[O-])c1)N1CCOCC1 the results were G6PDH CS 12, PMI act 1, TLR4 MyD88 comp -6, Hsp70 act -0.1, RAM network inh 1.8, Diaph inh CS 2, PMI act satM6P 1.1, S1P3 antag 8, Lmaj promast 38, Diaphorase act 1 and DTT redox prof 0.2.
Screening O=c1[nH]c2cc(Br)cnc2nc1/C=C(\O)c1ccc(F)cc1 returned G6PDH CS -3, PMI act 1.1, TLR4 MyD88 comp 3, Hsp70 act 0.2, RAM network inh 5.6, Diaph inh CS 12, PMI act satM6P 1.1, Lmaj promast 1, Diaphorase act 0.9 and DTT redox prof -3.2.
Screening COc1ccccc1C(=O)Oc1ccccc1C(=O)Nc1ccccc1 returned G6PDH CS 5, PMI act 0.9, TLR4 MyD88 comp -14, Hsp70 act -0.1, RAM network inh 1.0, Diaph inh CS 20, PMI act satM6P 0.9, S1P3 antag -16, Lmaj promast -7, Diaphorase act 0.8 and DTT redox prof 0.1.
CCNCC(O)COCC(O)CNCC (stereo unspecified) was read as G6PDH CS 3, PMI act 0.9, TLR4 MyD88 comp 1, Hsp70 act -0.1, RAM network inh 3.0, Diaph inh CS -2, PMI act satM6P 0.9, S1P3 antag 0, Lmaj promast -5, Diaphorase act 1 and DTT redox prof 1.3.
COc1ccc(NC(=O)N(CCN2CCCC2)Cc2cc3cc(OC)c(OC)cc3[nH]c2=O)cc1 was read as G6PDH CS 6, PMI act 1, TLR4 MyD88 comp 1, Hsp70 act 0.2, RAM network inh 0.3, Diaph inh CS -15, PMI act satM6P 0.9, S1P3 antag 26, Lmaj promast 2, Diaphorase act 1.2 and DTT redox prof 1.0.
Screening CSc1nc(-c2ccccc2F)c(C#N)c(=O)n1C returned G6PDH CS 1, PMI act 1, TLR4 MyD88 comp 10, Hsp70 act 0.1, RAM network inh 8.6*, Diaph inh CS 11, PMI act satM6P 1, S1P3 antag -9, Lmaj promast 8, Diaphorase act 0.9 and DTT redox prof -0.8.
Cc1ccc(N2C(=O)c3n[nH]c(C)c3C2c2ccco2)cc1 (stereo unspecified) was read as G6PDH CS -11, PMI act 0.9, TLR4 MyD88 comp 1, Hsp70 act -0.2, RAM network inh -0.8, Diaph inh CS 11, PMI act satM6P 0.9, S1P3 antag -30, Lmaj promast -3, Diaphorase act 0.9 and DTT redox prof 0.4.
O=S(=O)(CCN1CCN(C(c2ccccc2)c2ccccc2)CC1)C(F)(F)F was read as G6PDH CS 7, PMI act 0.9, TLR4 MyD88 comp -6, Hsp70 act -0.2, RAM network inh 0.0, Diaph inh CS 19, PMI act satM6P 0.8, S1P3 antag 10, Lmaj promast 35, Diaphorase act 0.8 and DTT redox prof -0.5.
Screening Cc1c(CCO)c(=O)n(C)n1C(=O)c1ccc(Cl)cc1 returned G6PDH CS 4, PMI act 0.9, TLR4 MyD88 comp -3, Hsp70 act 0.5, RAM network inh 1.6, Diaph inh CS 10, PMI act satM6P 0.9, Lmaj promast -6, Diaphorase act 0.9 and DTT redox prof 0.5.
`c1cc(-n2cnnn2)ccc1NC1=NCCC1` gave G6PDH CS 4, PMI act 0.9, TLR4 MyD88 comp 3, Hsp70 act -0.5, RAM network inh 1.0, Diaph inh CS 6, PMI act satM6P 1, S1P3 antag -9, Lmaj promast 13, Diaphorase act 0.9 and DTT redox prof 0.0.
Screening O=C(CSc1nc2scc(-c3ccccc3)c2c(=O)[nH]1)NC1CCCCC1 returned G6PDH CS 4, PMI act 1.1, TLR4 MyD88 comp -21, Hsp70 act -0.3, RAM network inh 5.2, Diaph inh CS -7, PMI act satM6P 1, S1P3 antag 4, Lmaj promast 55*, Diaphorase act 1.1 and DTT redox prof -1.5.
For Nc1nonc1C(=O)NCCNCc1ccccc1 the results were G6PDH CS 2, PMI act 1, TLR4 MyD88 comp -3, Hsp70 act 0.1, RAM network inh 1.1, Diaph inh CS 5, PMI act satM6P 1, Lmaj promast -6, Diaphorase act 1 and DTT redox prof -0.3.
Cn1cc(C(=O)c2ccc(F)cc2)cc1-c1nc2ccccc2n1C was read as G6PDH CS -10, PMI act 0.8, TLR4 MyD88 comp 18, Hsp70 act -0.2, RAM network inh -0.5, Diaph inh CS 23, PMI act satM6P 0.8, S1P3 antag 13, Lmaj promast 71*, Diaphorase act 0.8 and DTT redox prof 0.6.
Screening COC(=O)c1cc2c(=O)n3cccc(C)c3nc2n(Cc2cccnc2)c1=N returned G6PDH CS 2, PMI act 0.9, Diaph inh CS 9, PMI act satM6P 0.9 and Diaphorase act 0.9.

Reprinted at random: 2 records from the list, in no set order.
Screening COC(=O)c1cc2c(=O)n3cccc(C)c3nc2n(Cc2cccnc2)c1=N returned G6PDH CS 2, PMI act 0.9, Diaph inh CS 9, PMI act satM6P 0.9 and Diaphorase act 0.9.
O=S(=O)(CCN1CCN(C(c2ccccc2)c2ccccc2)CC1)C(F)(F)F was read as G6PDH CS 7, PMI act 0.9, TLR4 MyD88 comp -6, Hsp70 act -0.2, RAM network inh 0.0, Diaph inh CS 19, PMI act satM6P 0.8, S1P3 antag 10, Lmaj promast 35, Diaphorase act 0.8 and DTT redox prof -0.5.
